Mcl1-Noxa inh: Mcl-1/Noxa interaction inhibition; Q07820; TR-FRET Mcl-1/Noxa peptide binding, 2 h; inhibition, % at 21.7 µM; 220,000 tested, 1.5% active;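 active = compounds that cut the protein-peptide binding signal by more than 50% relative to plate controls in a single-dose test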;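 also: His-tagged Mcl-1 with rhodamine Noxa BH3 peptide and terbium anti-His antibody; 0% = Mcl-1 plus Noxa peptide wells and 100% = peptide-only wells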
Bim-Bcl-2: inhibitors of Bim-Bcl-2 interaction, human; Bead-based flow cytometry, Bim peptide-Bcl-2 binding; inhibition, % at 10 µM; AID 950; 190,000 tested, 0.06% active; in the data active = inhibition above about 40%; inconclusive = no clear call, values can overlap the other calls;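 also: 0% = no compound wells with probe peptide and 100% = reference peptide inhibitor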
Target sequence (P10415 whole entry, looked up): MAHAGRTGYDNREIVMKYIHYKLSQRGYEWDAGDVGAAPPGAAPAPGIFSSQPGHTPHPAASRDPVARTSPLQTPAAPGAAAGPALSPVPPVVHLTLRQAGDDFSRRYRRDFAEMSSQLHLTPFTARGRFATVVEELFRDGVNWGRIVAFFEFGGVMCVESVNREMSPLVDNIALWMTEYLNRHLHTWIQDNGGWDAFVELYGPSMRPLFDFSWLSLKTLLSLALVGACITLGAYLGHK
RGS8-Gao reg: modulates binding of RGS8 to human Galphao; P09471; multiplexed bead flow cytometry; actives lie on both sides; response (percent of control binding), % at 10 µM; 220,000 tested, 0.34% active; AID 1423; in the data active = response below about 60% or above about 140%; inactive = in between;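 also: Galphao activated as the GDP aluminium fluoride complex binding bead-coupled RGS8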
Target sequence (P09471 whole entry, looked up): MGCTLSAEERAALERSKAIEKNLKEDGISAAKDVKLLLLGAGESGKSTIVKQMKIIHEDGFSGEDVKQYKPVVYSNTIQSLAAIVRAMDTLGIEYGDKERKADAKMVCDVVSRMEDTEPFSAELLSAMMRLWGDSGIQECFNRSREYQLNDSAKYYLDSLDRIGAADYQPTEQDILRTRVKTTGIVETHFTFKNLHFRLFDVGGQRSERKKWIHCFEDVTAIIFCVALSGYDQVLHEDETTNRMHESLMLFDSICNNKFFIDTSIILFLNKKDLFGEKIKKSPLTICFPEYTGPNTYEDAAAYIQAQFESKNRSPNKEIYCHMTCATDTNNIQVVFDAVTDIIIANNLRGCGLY
Mcl1 Bid PPI: disrupts binding of human Mcl-1 to Bid peptide | Q07820 | TR-FRET Mcl-1/Bid-Dy647 peptide binding, 1536-well | inhibition, % at 21.7 µM | 220,000 tested, 0.97% active;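 active = compounds that cut the binding signal by more than half at the single screening dose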;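 also: His-tagged Mcl-1 with europium anti-His antibody binding Bid BH3 peptide; 0% = Mcl-1 plus peptide wells and 100% = peptide-only wells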
RGS7-Gao: regulators of human RGS7-Galphao interaction | P09471 | Multiplexed bead flow cytometry, RGS7-Galphao binding; actives lie on both sides | binding response (% of control), % at 10 µM | 220,000 tested, 0.35% active; in the data active = binding response below about 49% or above about 150%; inconclusive = no clear call, values can overlap the other calls; inactive = in between;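 also: fluorescent Galphao held in activated GDP-AlF4 state binding bead-coupled RGS7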
Bim-Bcl-W: human Bim-Bcl-W interaction inhibition. 190,000 tested, 0.02% active. Q92843. inhibition, % at 10 µM. bead-based flow cytometry, Bim peptide-Bcl-W binding;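 also: 0% = bound tracer without compound and 100% = peptide blocker; higher means less fluorescent Bim peptide bound to Bcl-W beads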
Mcl-1 Bim block: disrupts Bim peptide binding to human Mcl-1. Bead-based flow cytometry, Bim peptide-Mcl-1 binding. inhibition, % at 10 µM. 190,000 tested, 0.1% active. AID 1009;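 also: 0% = no compound tracer wells and 100% = peptide blocker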
RGS4-Gao reg: modulates binding of RGS4 to human Galphao; Multiplexed bead flow cytometry; actives lie on both sides; binding response (% of control), % at 10 µM; 220,000 tested, 0.33% active; AID 1415; in the data active = binding response below about 49% or above about 150%; inactive = in between;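 also: fluorescent Galphao activated with aluminum fluoride binding bead-coupled RGS4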
Bim-Bcl-B: inhibitors of Bim-Bcl-B interaction, human; Q9HD36; 190,000 tested, 0.073% active; bead-based flow cytometry, Bim peptide-Bcl-B binding; inhibition, % at 10 µM;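 also: 0% = tracer peptide without compound and 100% = reference inhibitor peptide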
Target sequence (Q9HD36 whole entry, looked up): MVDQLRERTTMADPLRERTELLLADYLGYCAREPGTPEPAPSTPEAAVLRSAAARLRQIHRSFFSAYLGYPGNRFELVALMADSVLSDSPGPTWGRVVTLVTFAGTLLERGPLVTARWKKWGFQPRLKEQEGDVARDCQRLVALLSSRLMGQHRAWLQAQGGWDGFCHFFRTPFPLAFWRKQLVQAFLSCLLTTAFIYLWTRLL
Bcl-XL Bim block: disrupts Bim peptide binding to human Bcl-XL; 190,000 tested, 0.04% active; inhibition, % at 10 µM; AID 1007; bead flow cytometry, fluorescence
Target sequence (Q07817 whole entry, looked up): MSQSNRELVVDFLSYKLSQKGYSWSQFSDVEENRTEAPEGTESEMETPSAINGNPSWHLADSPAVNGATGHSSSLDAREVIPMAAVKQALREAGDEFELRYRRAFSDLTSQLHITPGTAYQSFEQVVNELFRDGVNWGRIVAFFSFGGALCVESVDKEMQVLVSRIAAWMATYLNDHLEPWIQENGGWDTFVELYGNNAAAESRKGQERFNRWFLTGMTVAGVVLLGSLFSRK
Bim-Bfl-1: disrupts Bim binding to human Bfl-1 | Q16548 | Bead-based flow cytometry, Bim-Bfl-1 binding inhibition | inhibition, % at 10 µM | 190,000 tested, 0.12% active | AID 1008;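 also: 0% = wells without compound plus tracer and 100% = blocker peptide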
Active calls of the source: *; ? = inconclusive; · = no result given. Rule as the data show it, unless noted: active = inhibition above about 40%.

canonical_smiles,Bcl-XL Bim block,Bim-Bfl-1,RGS7-Gao,RGS4-Gao reg,Bim-Bcl-B,Mcl1 Bid PPI,Bim-Bcl-2,Mcl1-Noxa inh,RGS8-Gao reg,Mcl-1 Bim block,Bim-Bcl-W
COc1ccc(CC(=O)Nc2ccc(N3CCOCC3)cc2)cc1S(=O)(=O)N1CCOCC1,·,·,?,97,·,-38,·,8,97,·,·
CCCCCC(=O)Nc1ccc(S(=O)(=O)Nc2ccc(Cl)nn2)cc1,0,-2,84,91,-2,20,-2,15,88,3,0
Cc1ccc(-n2[nH]c(C)c(/C=C3/C=Nc4ccccc43)c2=O)cc1C,-5,-4,100,99,-7,-5,0,4,103,-4,-7
CCCCC(=O)Nc1ccc(NC(=O)c2ccc3c(c2)OCO3)cc1OC,-6,-10,131,140,-6,-4,-10,-10,124,-2,-2
CCOC(=O)c1c(C)[nH]c(C(=O)COC(=O)CNC(=O)c2ccccc2Cl)c1C,-11,-15,102,104,-10,12,-8,-4,102,-5,-6
Cc1ccc2[nH]cc(CCCN3C(=O)c4ccccc4C3=O)c2c1,-14,-10,103,102,-13,-28,-5,9,100,-3,-5
CCCCc1cc(=O)oc2c(C)c(OCc3nn[nH]n3)ccc12,·,·,?,99,·,2,·,12,101,·,·
Cn1c(=O)c2c(O)c(Cc3ccccc3)c(=O)[nH]c2n(C)c1=O,0,-2,101,102,0,-52,-1,19,101,-1,-2
Cc1cccc(NC(=O)C2C(c3ccccc3)C2(Cl)Cl)c1 (centres undefined),-2,-6,99,101,-1,-22,0,14,100,-2,0
O=C(N/C(=C/c1ccco1)C(=O)N1CCCCCC1)c1cccs1,8,7,101,101,8,9,1,8,97,9,1
CCOc1cc(/C=C2\N=C(C)OC2=O)cc(Br)c1OCC(=O)OC,-4,7,102,101,0,-11,-1,12,100,0,0
O=C(COc1ccc(S(=O)(=O)NC2CCCC2)cc1)N1CCCCCC1,-5,-19,98,99,-8,-11,-13,4,98,-4,-5
Cc1cccc(NC(=O)Cn2nnc(C(=O)NCc3ccco3)c2N)c1,0,-7,109,107,-5,-8,-4,8,110,-2,0
CN(C)S(=O)(=O)c1cc(NC(=O)CSc2ncc(C(F)(F)F)cc2Cl)ccc1Cl,-7,-4,102,105,-5,-4,-5,2,107,-7,-4
O=C(CCCN1C(=O)/C(=C\c2cccc(Br)c2)SC1=S)Nc1cccnc1,-4,-5,98,99,-4,59*,-5,38,99,-3,-1
Cc1ccc(S(=O)(=O)N(C)C)cc1NC(=O)c1cc(=O)[nH]c2ccccc12,-3,-7,102,101,-9,-10,-5,-3,103,-3,-1
CCN(CC(=O)NC(=O)NCc1ccccc1)Cc1nc2ccccc2c(=O)[nH]1,1,-3,98,100,-1,3,0,15,101,-1,-2
Cc1ccc(CN2C(=O)N/C(=C\c3ccc(N4CCOCC4)cc3)C2=O)cc1,-5,-1,99,95,-4,-36,-4,7,100,-1,-3
CN(c1nc2ccccc2n2c(-c3ccco3)nnc12)S(=O)(=O)c1ccccc1,-10,-20,93,96,-4,-1,-7,-8,98,-2,0
Cc1ccc(C(=O)NCC(=O)NCC(=O)OCC(=O)c2ccc(Br)cc2)cc1,9,21,104,102,11,-40,14,-17,104,3,6
CCn1c(=O)cc(OCC(=O)Nc2ccc(OC)c(OC)c2)c2ccccc21,-2,-5,95,105,-2,-3,-3,7,100,1,0
CC(=O)Oc1ccc(C(=O)Cc2ccc3ccccc3n2)c(O)c1C,-8,-15,111,103,-9,6,-10,20,103,-14,-5
CCOC(=O)c1cnc(SCC(=O)Nc2sc(C)c(C)c2C#N)nc1N,-8,-8,101,105,-10,-3,-8,5,103,-2,1
COC(=O)c1ccc(CSc2ncnc3c2nnn3-c2ccc(F)cc2)o1,-4,1,99,98,0,-3,1,20,98,-1,0
O=c1c2cn[nH]c2[nH]c(=S)n1-c1cccc2ccccc12,-5,0,98,98,-14,-7,0,41,99,-6,-4
CN1/C(=C\C(=O)c2ccccc2Cl)c2ccccc2CC1(C)C,-5,-2,97,97,-5,-53,-8,5,99,-5,-1
CC(Nc1ccc(Br)cc1)C(=O)N/N=C/c1ccccc1OCc1ccccc1 (centres undefined),-8,-14,104,103,-10,-5,-8,6,105,-4,-2
CCCc1ccc(C(=O)N2CCN(c3ccccc3OCC)CC2)cc1,-4,-5,100,101,1,-9,0,9,100,1,-2
O=S(=O)(Nc1cc(Cl)ccn1)c1ccc(Cl)cc1,-8,-6,101,105,-7,12,-5,5,103,-5,-4
CN1CCN(CCN2CCn3c2nc2ccccc23)CC1,0,-1,101,102,-2,-15,0,27,101,-1,0
CCOC(=O)/C(C#N)=C/Nc1ccccc1NS(=O)(=O)c1ccc(C)c(C)c1,·,·,?,99,·,-18,·,-5,100,·,·
CC1Cc2ccccc2N1C(=O)CSc1nccc(=O)[nH]1 (centres undefined),-1,-6,101,100,0,-16,0,7,102,-1,1
Cc1cc(C)cc(NC(=O)CCC(=O)Nc2nnc(C(F)(F)F)s2)c1,·,·,?,101,·,-15,·,15,100,·,·
O=C(CCc1ccccc1)N1CCCN(C(=O)CCc2ccccc2)CC1,-3,0,98,102,-2,2,0,0,104,-3,-1
CCOC(=O)CNC(=O)CSc1nc(Cc2cccs2)nc2ccccc12,18,-13,104,99,-6,-21,-2,3,103,2,4
Cc1ccc(S(=O)(=O)C2C(=O)N(C)C3(C)CC2c2ccccc2O3)cc1C (centres undefined),-7,1,99,103,-6,19,-1,4,98,-4,-5
Cc1ccc(-n2cnc3cc(NCc4cccs4)ccc32)cc1,0,4,104,103,-1,-54,0,9,102,5,2
COc1cc(/C=N/N(C)C)ccc1OC(=O)c1ccco1,·,·,109,104,·,-46,?,22,106,·,·
Cc1cccc(N/C(N)=N/c2nc(C)c(Cc3ccccc3)c(=O)[nH]2)c1,-4,-3,102,103,-1,3,0,4,100,0,0
Cc1cc(C)n(CCN(C)Cc2cn[nH]c2-c2ccc(F)cc2F)n1,-1,-11,96,99,-7,-29,-5,0,98,-4,-4
COC(=O)/C=C/c1ccccc1S(=O)(=O)N(Cc1ccccc1)Cc1ccco1,·,·,?,107,·,-30,·,5,100,·,·
Cc1ccc(SCCN2CCN(CCc3ccccc3)CCC2=O)cc1,·,·,?,105,·,-88,·,15,107,·,·
C/C(=N\NC(=O)CN1CCOCC1)C(C)(C)C,-3,-10,99,102,-5,1,-6,21,102,-1,0
c1cc2nncn2nc1N1CCCC1,-3,-5,100,100,-5,-6,-7,-17,98,1,1
COc1cc(OC)cc(C(=O)NCCOc2ccccc2)c1,-4,-4,107,112,-14,-28,-8,-1,105,-9,-5
COC/C=C/C1=CC2=CC(=O)C(C)(OC(=O)c3cnc4ccccc4n3)C(=O)C2=CN1CCCCO (centres undefined),·,·,?,100,·,-34,·,28,98,·,·
O=C(O)c1ccccc1C(=O)N1CC=C(c2ccccc2)CC1,-3,-6,98,100,-11,-10,-9,-7,103,-3,-5
Cc1nn(C(=O)c2cccnc2)c(C)c1Sc1ccccc1,-6,-3,101,98,-9,10,0,14,100,-4,-3
COC(=O)c1ccc(C2OCC(C)(C)CO2)cc1,-1,-6,100,100,-4,-17,-2,-10,99,-1,-4
CSc1nc2ccc(NS(=O)(=O)c3ccc(Br)s3)cc2s1,·,·,?,97,·,1,·,12,99,·,·

The list continues:
canonical_smiles,Bcl-XL Bim block,Bim-Bfl-1,RGS7-Gao,RGS4-Gao reg,Bim-Bcl-B,Mcl1 Bid PPI,Bim-Bcl-2,Mcl1-Noxa inh,RGS8-Gao reg,Mcl-1 Bim block,Bim-Bcl-W
CCc1cc(CNC(=O)CC2C(=O)NCCN2Cc2ccccc2C(F)(F)F)on1 (centres undefined),·,·,?,97,·,-53,·,-12,100,·,·
c1ccc(CSc2ccc(-c3cccs3)nn2)cc1,-10,-10,99,98,-11,-24,-4,8,100,-2,-6
O=C(/C=C/c1ccc(Cl)cc1)N(Cc1ccccc1)c1ccccn1,0,-1,99,102,-3,2,-2,9,101,0,2
O=C(COC(=O)CNC(=O)c1ccccc1)Nc1ccc(Cl)cc1C(F)(F)F,-7,-1,105,106,-6,-1,-4,0,106,-4,-3
O=C1NC(=Nc2cccc(O)c2)S/C1=C\c1cccnc1,·,·,?,100,·,4,·,9,103,·,·
Cc1ccc(-c2noc(-c3ccccc3C(=O)N3CCOCC3)n2)cc1,2,-13,99,98,-7,-43,-10,17,99,13,1
Cn1c(SCC(N)=O)nnc1-c1ccc(C(C)(C)C)cc1,0,0,85,89,-5,-20,-4,2,91,0,0
C#CCNC(=O)C1=C[C@H](C2CCCCC2)[C@@H](CCCO)[C@H](OCC)O1,-4,-6,38*,52,-5,2,-2,21,44*,0,0
Cc1ccccc1N1CCN(C(=O)c2ccc(Oc3ccc(C(F)(F)F)cn3)cc2)CC1,-5,-11,100,101,-11,0,-8,16,101,-4,-3
CCOC(=O)CSc1nnc2n1C(C)(C)Cc1ccccc1-2,-7,-13,99,102,-7,-11,-4,92*,100,-3,1
O=C(CSc1nnc(-c2ccc(F)cc2)o1)NC1CCCCC1,-2,-6,111,104,-5,-60,-5,10,103,-1,-5
NC(=O)c1cc(Cl)cn(-c2ccccc2)c1=O,-4,-4,98,97,-3,11,1,-4,98,-6,-4
N#CCCn1cc(/C=C/C(=O)O)c(-c2ccc(F)cc2)n1,-3,0,98,101,-2,-14,0,-2,100,2,0
Cc1n[nH]c(C)c1S(=O)(=O)N1CCC(C(=O)N2CCn3c2nc2ccccc23)CC1,-22,-15,102,102,-9,-24,-8,·,101,-6,-4
CCCCN(C)c1ccc([N+](=O)[O-])cc1,-8,-3,98,99,-15,-37,-16,-9,98,-4,-5
CCN1CCCC1CNCc1cccc(OC)c1OCc1ccc(F)cc1 (centres undefined),-4,-1,95,91,-3,5,1,10,77,-3,-1
C=CCC(CC=C)(C(=O)O)c1ccccc1,-1,0,100,104,-3,2,0,-4,103,-3,-1
Cc1ccc(NC(=O)CN(c2ccc(C)cc2)S(=O)(=O)c2cccc3nonc23)cc1,-3,0,91,96,-3,3,0,-10,78,-1,1
O=C(NCc1ccccc1)c1ccc(OCC2CCCO2)cc1 (centres undefined),-3,0,107,111,0,1,1,-6,108,0,0
CCOC(=O)Cc1csc(NC(=O)COc2ccc3ccccc3c2)n1,-4,-18,93,92,-8,-32,-11,-11,94,-5,0
Cc1ccc(C(=O)COc2cccc(NC(=O)c3ccco3)c2)cc1,0,-12,100,101,-9,31,-14,10,101,-1,1
CC(Sc1nc2c([nH]c3ccccc32)c(=O)n1C)c1ccccc1 (centres undefined),-6,-11,104,104,-16,-32,-5,9,106,-3,-3
CCOC(=O)c1[nH]c2ccc(Cl)cc2c1-c1ccccc1,-8,-2,97,103,-4,21,-4,4,102,0,-2

A second format for 2 compounds above:
SMILES: O=c1c2cn[nH]c2[nH]c(=S)n1-c1cccc2ccccc12
  Bcl-XL Bim block = -5; Bim-Bfl-1 = 0; RGS7-Gao = 98; RGS4-Gao reg = 98; Bim-Bcl-B = -14; Mcl1 Bid PPI = -7; Bim-Bcl-2 = 0; Mcl1-Noxa inh = 41; RGS8-Gao reg = 99; Mcl-1 Bim block = -6; Bim-Bcl-W = -4
SMILES: CN1/C(=C\C(=O)c2ccccc2Cl)c2ccccc2CC1(C)C
  Bcl-XL Bim block = -5; Bim-Bfl-1 = -2; RGS7-Gao = 97; RGS4-Gao reg = 97; Bim-Bcl-B = -5; Mcl1 Bid PPI = -53; Bim-Bcl-2 = -8; Mcl1-Noxa inh = 5; RGS8-Gao reg = 99; Mcl-1 Bim block = -5; Bim-Bcl-W = -1

Screening results from PubChem BioAssay.
